# Assay outcomes as filed in PubChem.
# hcGAS inh – Primary biochemical luminescence assay for human cyclic GMP-AMP synthase inhibitors. inhibition, % at 12.5 µM. hit rate 0.081% among 290,000. recombinant h-cGAS, ATP depletion, Kinase-Glo luminescence;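 also: 0% = vehicle reaction and 100% = reaction without DNA for no activity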
# Target sequence (Q8N884 whole entry, looked up): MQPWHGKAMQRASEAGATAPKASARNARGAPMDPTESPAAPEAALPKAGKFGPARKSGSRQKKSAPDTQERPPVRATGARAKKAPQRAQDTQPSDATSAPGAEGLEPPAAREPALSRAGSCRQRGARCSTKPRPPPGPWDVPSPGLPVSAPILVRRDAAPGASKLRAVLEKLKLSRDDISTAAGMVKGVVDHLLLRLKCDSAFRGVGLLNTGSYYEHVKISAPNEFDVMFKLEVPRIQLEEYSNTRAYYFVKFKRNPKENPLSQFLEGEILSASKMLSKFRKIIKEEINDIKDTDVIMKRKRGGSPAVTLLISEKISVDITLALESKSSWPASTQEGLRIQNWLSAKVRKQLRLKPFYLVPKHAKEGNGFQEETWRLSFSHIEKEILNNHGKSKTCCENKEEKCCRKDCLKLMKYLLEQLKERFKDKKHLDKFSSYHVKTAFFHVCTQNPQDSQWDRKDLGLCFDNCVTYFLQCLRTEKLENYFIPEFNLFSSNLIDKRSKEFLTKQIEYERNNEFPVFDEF
# NPYLR7 ag – agonists of mosquito NPYLR7 receptor, primary screen, cell-based, Aedes aegypti, calcium fluorescence, mosquito biting behavior; HEK293T NPYLR7/Galpha15, GCaMP6s calcium fluorescence; activation, % at 10 µM; AID 1259423, 2018; hit rate 0.15% among 270,000; in the data active = activation above about 40%;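 also: 0% = vehicle and 100% = reference agonist at the receptor; some compounds past the cut are filed as inactive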
# mcGAS lum – cyclic GMP-AMP synthase inhibitors, mouse, primary biochemical chemiluminescence. Q8C6L5. recombinant cGAS, Kinase-Glo ATP depletion luminescence. inhibition, % at 12.5 µM. hit rate 0.15% among 160,000. AID 1259399, 2018;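 also: 0% = negative control wells and 100% = reference inhibitor with no enzyme activity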
# Starred values were filed as active, the others as inactive; nt = not tested or not shown; & = joins results of further samples. Rule as the data show it, unless noted: active = inhibition above about 40%; inactive = the rest.
1. CC(CO)(CO)N=Cc1c(O)n(-c2ccc(Br)cc2)c(=O)[nH]c1=O
2. CC(=O)O[C@]1(C(C)=O)CCC2C3C=C(C)C4=CC(=O)CCC4(C)C3CCC21C (stereo partly specified)
3. OC(CN1CCCCC1)Cn1c2c(c3ccccc31)CCCC2 (stereo unspecified)
4. N#CCCn1ccc(NC(=O)c2ccc(F)cc2Br)n1
5. O=C(NCc1cccc(Cl)c1)C1CCC(=O)N(CCCN2CCOCC2)C1 (stereo unspecified)
6. CCOC(=O)c1cc(-c2cccc(NC(=O)COc3ccccc3)c2)n(-c2ccccc2OC)n1
7. CC1CC(C)CN(c2nc3c(c(=O)[nH]c(=O)n3C)n2CCCc2ccccc2)C1 (stereo unspecified)
8. CCCCCN(Cc1cccn1Cc1ccccc1)C(=O)c1ccc(CCCC)cc1
assay / entry	1	2	3	4	5	6	7	8
hcGAS inh	-4	-3	-3	-4	-8	-5	-2	-8
NPYLR7 ag	-10	-5	-1	3	16	24	7	-5
mcGAS lum	-4	nt	nt	nt	-12	-6	nt	-5

9. O=c1c2ccccc2c(-c2ccccc2)nn1-c1cc([N+](=O)[O-])ccc1N1CCN(CCO)CC1
10. COc1cccc(C(=O)CSc2nnc(-c3ccco3)n2-c2cc(Cl)ccc2C)c1
11. Cc1cccc(NC(=O)N2CCSC23C(=O)N(Cc2cccc(C#N)c2)c2ccc(C)cc23)c1 (stereo unspecified)
12. CCOC(=O)Cn1c2c(c3ccccc31)C[C@H]1C[C@@H]2[C@@H](OC)CN1C(=O)Cc1cccs1
13. O=C(CCn1nnnc1CN1CCOCC1)N1CCC(c2ccccc2Cl)C1 (stereo unspecified)
14. CCOC(=O)C1CCCCN1CC(=O)N1N=C(c2ccc(OC)c(OC)c2)CC1c1ccccc1OC (stereo unspecified)
15. CC(=O)N1CCC(C(=O)NCc2nc3cc(C(C)(C)C)ccc3o2)CC1
16. Cc1cc(C)n(-c2ccc(C(=O)N[C@H](CO)Cc3ccccc3)cc2)n1
assay / entry	9	10	11	12	13	14	15	16
hcGAS inh	-3	-9	-2	-3	2	3	-3	0
NPYLR7 ag	-2	nt	0	23	4	-8	-2	-11
mcGAS lum	-6	-7	-3	-7	nt	0	nt	0

17. Cc1cc(O)c(C2=Nc3cc(C(F)(F)F)ccc3SC(c3ccc(O)c([N+](=O)[O-])c3)C2)c(=O)o1 (stereo unspecified)
18. Cc1nnc(C)n1/N=C\c1ccc(N(C)CCO)cc1
19. O=C(c1cc(C2CC2)[nH]n1)N(Cc1ccco1)C1CCCC1
20. COc1ccc(NC(=O)CCC2CCCN(Cc3cccn3-c3ccccn3)C2)c(C)c1 (stereo unspecified)
21. CCOC(=O)C1(Cc2ccccc2Cl)CCN(C(=O)CSc2nnc(CC)o2)CC1
22. Cc1nnsc1C(=O)N1CCCC1(C)C(=O)O (stereo unspecified)
23. CN(C(=O)c1cc(S(N)(=O)=O)ccc1F)C1Cc2ccccc2C1
24. Cc1ccc2c(c1)Oc1ccccc1C(N1CCNC(C)C1)=N2 (stereo unspecified)
assay / entry	17	18	19	20	21	22	23	24
hcGAS inh	-2	1	-11	-5	-11	-17	-5	-6
NPYLR7 ag	-9	-3	-19	5	15	1	-1	26
mcGAS lum	nt	nt	nt	-11	nt	nt	-10	nt

25. CCN(CC)CCNC(=O)c1ccc(N)cc1
26. Cc1cc(C(=O)O)c(O)c(S(=O)(=O)N2CCOc3ccccc32)c1
27. O=C(NN1CCOCC1)c1cc(C2CCCCC2)nc2ccccc12
28. Cc1nc(C2CCNCC2)cc(N2CCOc3ccccc3C2)n1
29. COc1ccc(N2CC(CN)OC2=O)cc1 (stereo unspecified)
30. Cc1ccccc1-c1cnc(C(O)c2c(C)ccc3ccccc23)[nH]1 (stereo unspecified)
31. CCOc1ccc2nc(SCC(=O)Nc3cccc(C(F)(F)F)c3)sc2c1
32. COc1ccc(C)cc1NC(=O)N1CCc2ccccc2C1c1ccc(C)cc1 (stereo unspecified)
assay / entry	25	26	27	28	29	30	31	32
hcGAS inh	-5&-3&-1&-5&2	-7	-6	-4	-14	-11	-4	-4
NPYLR7 ag	-4&-8&-2&3	5	11	8	0	-1	-7	26
mcGAS lum	-4	nt	nt	nt	nt	nt	-6	-7

33. c1cc(C2CCN(c3ncnc4c3CCNC4)CC2)ccn1
34. O=C(CN1CCOCC1)N1N=C(c2ccccc2)CC1c1ccc(Cl)cc1 (stereo unspecified)
35. CC(=O)N[C@H]1CCN(c2ccnc(C(=O)NCCC3=CCCCC3)c2)C1
36. Cc1nnc(Sc2cnn(-c3ccccc3)c(=O)c2Cl)n1C
37. CCOC(=O)CSCc1nc2ccsc2c(=O)[nH]1
38. COC(=O)[C@@H]1C[C@H](NC(=O)c2ccc(Cl)s2)CN1C
39. COC(=O)Cn1c(=O)c2c(nc3n2CCCN3c2ccc(C)cc2)n(C)c1=O
40. Cc1oc(C(C)(C)C)cc1C(=O)N1CCCC1C(=O)O (stereo unspecified)
assay / entry	33	34	35	36	37	38	39	40
hcGAS inh	-3	-1	-9	-8	-2	-1	1	-9
NPYLR7 ag	13	4	nt	3	4	2	2	-1
mcGAS lum	-12	-4	-13	nt	nt	nt	-3	nt

# Nothing new here: entries from further up.
34. O=C(CN1CCOCC1)N1N=C(c2ccccc2)CC1c1ccc(Cl)cc1 (stereo unspecified)
35. CC(=O)N[C@H]1CCN(c2ccnc(C(=O)NCCC3=CCCCC3)c2)C1
36. Cc1nnc(Sc2cnn(-c3ccccc3)c(=O)c2Cl)n1C
37. CCOC(=O)CSCc1nc2ccsc2c(=O)[nH]1
38. COC(=O)[C@@H]1C[C@H](NC(=O)c2ccc(Cl)s2)CN1C
39. COC(=O)Cn1c(=O)c2c(nc3n2CCCN3c2ccc(C)cc2)n(C)c1=O
40. Cc1oc(C(C)(C)C)cc1C(=O)N1CCCC1C(=O)O (stereo unspecified)
assay / entry	34	35	36	37	38	39	40
hcGAS inh	-1	-9	-8	-2	-1	1	-9
NPYLR7 ag	4	nt	3	4	2	2	-1
mcGAS lum	-4	-13	nt	nt	nt	-3	nt

# Given with bars between the fields: part of the list above.
entry | SMILES | hcGAS inh | NPYLR7 ag | mcGAS lum
37 | CCOC(=O)CSCc1nc2ccsc2c(=O)[nH]1 | -2 | 4 | nt
38 | COC(=O)[C@@H]1C[C@H](NC(=O)c2ccc(Cl)s2)CN1C | -1 | 2 | nt
39 | COC(=O)Cn1c(=O)c2c(nc3n2CCCN3c2ccc(C)cc2)n(C)c1=O | 1 | 2 | -3
40 | Cc1oc(C(C)(C)C)cc1C(=O)N1CCCC1C(=O)O (stereo unspecified) | -9 | -1 | nt

# (continued)
41. CCN1CCc2c(sc(NC(=O)c3ccc(C(=O)OC)cc3)c2-c2nc3ccccc3s2)C1
42. O=c1ccc(-c2ccc(Br)cc2)nn1Cc1ccc(F)cc1
43. CCCC(C)c1nc(N2CCCN(C(=O)c3ccc([N+](=O)[O-])cc3)CC2)c2cnn(-c3ccccc3)c2n1 (stereo unspecified)
44. CC1(C)CCN(C(=O)NCCCNC(=O)c2ccc(F)cc2)C1
45. CN1N=C(C(=O)N2CCc3onc(-c4ccc5c(c4)OCO5)c3C2)CCC1=O
46. COCCC(C)NC(=O)N1CC(c2ccccc2C)OCC1C (stereo unspecified)
47. COCCN(CC(=O)Nc1nc(CC(=O)N(C)CCc2ccc(OC)c(OC)c2)cs1)C(=O)c1ccccc1Cl
48. O=C(c1ccc(-c2ccc(C3CCCCC3)cc2)s1)N1CC=CCC1
assay / entry	41	42	43	44	45	46	47	48
hcGAS inh	-5	-12	0	-9	0	-13	-2	-3
NPYLR7 ag	2	10	nt	7	9	4	2	24
mcGAS lum	-9	nt	-4	nt	nt	-6	-3	-8

49. CC(OC(=O)CCN1CCCC1=O)c1c(F)cccc1-n1cccn1 (stereo unspecified)
50. COc1ccccc1C1SC(C)C(=O)N1CCO (stereo unspecified)
51. O=C(c1coc(CN(Cc2ccc(F)cc2)Cc2ccc(F)cc2F)n1)N1CCOCC1
52. CCC(C)NC(=O)CN1C(=O)NC(C)(c2cccc3ccccc23)C1=O (stereo unspecified)
53. O=C(CSc1ncnc2c1oc1ccccc12)Nc1ccccc1
54. COc1cccc(C(=O)N2CCN(Cc3cn(CCO)nc3C)CC2)c1
55. CC(=O)NCCNC(=O)C1(C)Cc2c(-c3ccccc3)ccnc2O1 (stereo unspecified)
56. COc1ccc(CC(=O)N2CCOC(COCc3ccc(F)cc3Cl)C2)cn1 (stereo unspecified)
assay / entry	49	50	51	52	53	54	55	56
hcGAS inh	-9	-2	-1	-14	-4	-4	-5	4
NPYLR7 ag	7	1	11	7	4	5	3	2
mcGAS lum	nt	-5	-3	nt	-9	nt	-6	nt

57. CCCc1nc(N2CCN(S(=O)(=O)c3cccc4cccnc34)CC2)c2c(C)nn(-c3ccccc3)c2n1
58. CC(C)NC(=O)c1cccc(CNC(=O)NCC2CCC2)c1
59. O=C(O)C1(CCOc2ccccc2)CCCN(c2cnc3ccccc3n2)C1 (stereo unspecified)
60. CC(C)C(NC(=O)NCc1cccc(C(F)(F)F)c1)c1ccc2c(c1)OCCO2 (stereo unspecified)
61. Cc1ccc(Cn2c(=O)c(C(=O)NCC3CC3)nn(-c3cccc(F)c3)c2=O)cc1
62. COC(=O)c1ccc(Cn2nc(C3CC3)c3cnn(-c4ccccc4)c3c2=O)cc1
63. CNC(=O)COC(=O)C1(Sc2ccccc2)CCCC1
64. CN(CC(O)c1ccc(C#N)cc1)C1CCN(c2ccccc2)C1=O (stereo unspecified)
assay / entry	57	58	59	60	61	62	63	64
hcGAS inh	-6	-2	8	-9	-1	-5	-7	-2
NPYLR7 ag	0	8	24	6	6	8	6	-25
mcGAS lum	-4	-2	nt	nt	-3	nt	nt	nt

65. COc1cc(NC(=O)CCN2C(=O)c3cccc([N+](=O)[O-])c3C2=O)c(OC)cc1Cl
66. Cc1cncc(NCCc2cccnc2)n1
67. Cc1c2c(nc3cc4c(cc13)OCO4)CCc1ccccc1-2
68. Cc1cc(F)ccc1NC(=O)CCC1CCCN(C(=O)Cc2ccc3c(c2)OCO3)C1 (stereo unspecified)
69. COc1cc(-c2ccc(N3CCOCC3)cc2)cc(OC)c1OC
70. CC(C)Cc1nc2sc3c(NCC4CCCO4)ncnc3c2c2c1COC(C)(C)C2 (stereo unspecified)
71. CCn1ncc(Cl)c1C(=O)N1Cc2cnc(-c3ccccc3)nc2C1
72. COCCSCc1nc(N)nc(Nc2ccc(Cl)cc2)n1
assay / entry	65	66	67	68	69	70	71	72
hcGAS inh	1	-7	47*	-10	-11	-4	-4	6
NPYLR7 ag	-8	0	2	6	2	10	23	16
mcGAS lum	-4	nt	nt	nt	-13	nt	nt	nt

73. Cc1cc(C)n(N=Cc2ccc([N+](=O)[O-])cc2)c(=O)c1
74. CC(=O)NC1CCCN(C(=O)NCCc2csc(C)n2)C1 (stereo unspecified)
75. Cc1ccc(S(=O)(=O)N(Cc2nccn2Cc2ccc(Cl)cc2Cl)CC2CCCO2)cc1 (stereo unspecified)
76. CNCC(=O)N1CCC(N2CCCC(C(=O)N3CCN(C)CC3)C2)CC1 (stereo unspecified)
77. COc1ccc(-c2cc3ccc4c(c3oc2=O)CN(Cc2cccnc2)CO4)cc1
78. c1cc(CN2CCC(N3CCCCC3)CC2)n(-c2nnc(N3CCCCCC3)s2)c1
79. CC(=O)N1CCC(N2C[C@H](O)C[C@H]2c2nc(CS(=O)(=O)c3ccc(F)cc3)no2)CC1
80. COc1ccccc1-c1c(C(F)(F)F)oc2cc(OC(=O)c3ccco3)ccc2c1=O
assay / entry	73	74	75	76	77	78	79	80
hcGAS inh	-7	3	-3	0	5	0	-5	-4
NPYLR7 ag	0	-2	nt	-6	14	nt	-9	3
mcGAS lum	-1	nt	-5	nt	-1	-1	-7	-7

81. COCCn1c(SCC(=O)Nc2c(C)cc(C)cc2C)nc2c([nH]c3ccccc32)c1=O
82. COc1ccc(CNC(=O)c2ccc(-c3ccc(F)c(F)c3)s2)cc1
83. COc1ccc(C(=O)N(Cc2ccc(F)cc2)Cc2nc3cc(Cl)ccc3o2)c(OC)c1
84. CCCCn1c(N)c(N(CC(C)C)C(=O)CCCCl)c(=O)[nH]c1=O
assay / entry	81	82	83	84
hcGAS inh	-1	0	-1	-4
NPYLR7 ag	4	6	7	-5
mcGAS lum	-7	-4	1	-7

# This is a random part of the collection; overall some 0.29% were active at least once.
